Screening results deposited in PubChem by National Center for Advancing Translational Sciences (NCATS).
TDP1 cell CPT – qHTS for Inhibitors of human tyrosyl-DNA phosphodiesterase 1 (TDP1): qHTS in cells in presence of CPT | chicken DT40 Tdp1-/-;hTDP1 cells + 20 nM CPT, ATP luminescence, 48 h | Potency, µM (doses to about 46.2 µM), inactives show top-dose activity change, negative = growth inhibition, hits mostly inhibitors | 420,000 compounds, 12% hits; also: nearly all actives have a fitted effect of over 55% in size
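Chicken DT40 Tdp1-/- cells complemented with human TDP1, 400 cells/well, exposed to compounds plus 20 nM camptothecin for at least 48 h at 37 C; viability read as ATP content by CellTiter-Glo luminescence.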
DT40 TDP1 no CPT – qHTS for Inhibitors of human tyrosyl-DNA phosphodiesterase 1 (TDP1): qHTS in cells in absence of CPT | DT40 Tdp1-/- hTDP1 cells, no CPT, ATP luminescence, 48 h | Potency, µM (series often up to 46.2 µM), inactives show top-dose activity change, negative = growth inhibition, most hits filed as inhibitors | 420,000 compounds, 15% hits; also: nearly all actives have a fitted effect of over 55% in size
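Seeded 400 DT40-hTDP1 cells/well (vehicle DMSO, no 20 nM CPT); pinned compounds; ≥48 hr at 37 °C; CellTiter-Glo luminescence as viability measure.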
KAT2A inh – qHTS Assay for Inhibitors of GCN5L2; 390,000 compounds, 0.21% hits; Histone acetyltransferase KAT2A (Homo sapiens), Q92830; GCN5L2 HAT assay, ThioGlo1 CoA-SH fluorescence; AID 504327, 2011; Potency, µM (top dose mostly 58.9 µM), for inactives: at the highest dose activity change, negative = inhibition, actives largely listed as inhibitors
Target sequence (Q92830 whole entry, looked up): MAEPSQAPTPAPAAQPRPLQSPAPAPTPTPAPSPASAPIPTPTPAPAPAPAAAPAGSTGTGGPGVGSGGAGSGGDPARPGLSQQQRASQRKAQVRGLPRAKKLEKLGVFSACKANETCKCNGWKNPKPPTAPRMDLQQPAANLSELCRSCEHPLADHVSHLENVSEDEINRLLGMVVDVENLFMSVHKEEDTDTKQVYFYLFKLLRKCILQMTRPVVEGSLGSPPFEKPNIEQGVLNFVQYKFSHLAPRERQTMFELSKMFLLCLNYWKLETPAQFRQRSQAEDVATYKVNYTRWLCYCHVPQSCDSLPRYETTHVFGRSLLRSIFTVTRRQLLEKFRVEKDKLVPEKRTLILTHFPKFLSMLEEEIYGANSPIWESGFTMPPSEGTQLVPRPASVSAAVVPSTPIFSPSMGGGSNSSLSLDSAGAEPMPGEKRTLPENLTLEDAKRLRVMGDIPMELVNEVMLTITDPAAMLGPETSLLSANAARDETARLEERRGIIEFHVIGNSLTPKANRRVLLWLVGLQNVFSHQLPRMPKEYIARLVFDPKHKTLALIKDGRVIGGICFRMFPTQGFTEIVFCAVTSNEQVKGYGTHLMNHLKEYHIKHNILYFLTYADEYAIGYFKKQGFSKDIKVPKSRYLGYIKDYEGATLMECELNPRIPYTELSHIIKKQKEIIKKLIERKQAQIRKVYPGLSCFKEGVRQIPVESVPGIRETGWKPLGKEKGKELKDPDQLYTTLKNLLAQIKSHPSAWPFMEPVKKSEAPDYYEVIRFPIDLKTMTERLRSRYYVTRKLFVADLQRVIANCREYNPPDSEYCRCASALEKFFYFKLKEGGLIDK
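Enzyme at 20nM final was mixed with library compounds for 15 min at room temperature. Peptide H3(1-25) at 75uM, acetyl-CoA at 70uM and ThioGlo1 at 50uM were then added. Plates were read immediately and after 20 min (Ex340nm/Em540nm).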
An asterisk follows results filed as active; ? = inconclusive; nt = not tested or not shown; & = joins results of further samples; [ ] = dose if it differs, or a comment. Calls follow the shape of the dose curve; as a rule, active = well fitted curve in the direction sought with a large enough effect; inconclusive = small, poorly fitted or top-dose-only effect, or another doubt; inactive = no such curve, though single readings can be large; an effect the other way counts as inactive or inconclusive. % is scaled to controls: 0 for no effect and ±100 for the full control effect; potency is read from the fitted curve at half-maximal effect.

molecule	KAT2A inh	DT40 TDP1 no CPT	TDP1 cell CPT
Cc1cc(C)nc(SC2CCCCC2O)n1 (configuration not stated)	-1.5%	-12.3%	-3.3%
CCOC(=O)c1[nH]c2cc3c(cc2c1NC(=O)CN1CCC(C)CC1)OCO3	-9.7%	11.2µM*	17.8µM*
N=c1sccn1CC(=O)Nc1cc(S(=O)(=O)N2CCCC2)ccc1Cl	-11.4%	1.0%	3.3%
COCCN(C(=O)COC(=O)Cc1cccc(OC)c1)c1c(N)n(CC(C)C)c(=O)[nH]c1=O	-0.1%	-17.9%	9.9%
N/C(CSc1ccc(Cl)cc1)=N\NC(=O)c1ccncc1	32.3%[activator]	?	-2.6%
CCOC(=O)CSc1nc2c([nH]c3ccccc32)c(=O)n1-c1ccc(OC)cc1	12.9%	?	-20.0%
Nc1cc(=O)[nH]c(SCc2ccc(Cl)cc2)n1	-6.4%	-25.4%	-2.1%
O=[N+]([O-])c1cccc(CSc2nnc(Cc3ccccc3)n2-c2ccc(F)cc2)c1	-4.2%	?	18.4µM*
C[C@@]12C(=O)Nc3ccc(Cl)cc3C(=O)N1[C@H]1c3cc(Br)ccc3OC[C@@H]1[C@@H]2c1ccccc1	-8.5%	?	23.1µM*
Cc1ccccc1OCC(=O)Nc1nnc(COc2ccccc2)s1	nt	?	-12.4%

Next records follow.
molecule	KAT2A inh	DT40 TDP1 no CPT	TDP1 cell CPT
O=C(CN1C(=O)NC(c2ccccc2)(c2ccccc2)C1=O)NCc1ccc(F)cc1	-4.1%	-17.8%	?
COc1cccc(C(=O)NC(=S)Nc2nnn(C)n2)c1	0.0%	?	?
Cc1ccc(/C=N/NC(=O)Cc2ccc(O)cc2)s1	-4.8%	0.3%	1.7%
COc1ccc(Cc2cnc(N)s2)cc1	-2.8%	-6.5%	-5.9%
COc1cc(/C=N/NC(N)=O)cc(Br)c1OCc1ccc(C)cc1	1.2%	1.8%	16.7%
Clc1c(CSc2nc3ccccc3o2)nc2sccn12	-8.5%	-25.1%	?
CN(C)c1ccc(/C=C(/NC(=O)c2ccccc2)C(=O)NCCN2CCOCC2)cc1	-4.9%	5.2%	35.1%[activator]
COc1ccc(CNC(=O)CCCn2nc(C)n3c(cc4sccc43)c2=O)cc1	-6.1%&-5.0%	-0.6%&-2.5%	-24.7%&-7.7%
CSc1nc(Cc2ccc(Cl)cc2)nc2ccccc12	2.0%	-21.9%	?
CC(=O)Nc1sc2c(c1C#N)CCCCC2	1.0%	-13.6%	-5.0%

Copied from the list:
For TDP1 cell CPT, CCOC(=O)CSc1nc2c([nH]c3ccccc32)c(=O)n1-c1ccc(OC)cc1 has the entry -20.0%
For DT40 TDP1 no CPT, COc1cc(/C=N/NC(N)=O)cc(Br)c1OCc1ccc(C)cc1 has the entry 1.8%
For KAT2A inh, Clc1c(CSc2nc3ccccc3o2)nc2sccn12 has the entry -8.5%
For TDP1 cell CPT, CN(C)c1ccc(/C=C(/NC(=O)c2ccccc2)C(=O)NCCN2CCOCC2)cc1 has the entry 35.1%[activator]
For KAT2A inh, C[C@@]12C(=O)Nc3ccc(Cl)cc3C(=O)N1[C@H]1c3cc(Br)ccc3OC[C@@H]1[C@@H]2c1ccccc1 has the entry -8.5%
For KAT2A inh, CC(=O)Nc1sc2c(c1C#N)CCCCC2 has the entry 1.0%
For TDP1 cell CPT, O=[N+]([O-])c1cccc(CSc2nnc(Cc3ccccc3)n2-c2ccc(F)cc2)c1 has the entry 18.4µM*

Returning to the listing, repeating the 6 entries before the break.
molecule	KAT2A inh	DT40 TDP1 no CPT	TDP1 cell CPT
COc1cc(/C=N/NC(N)=O)cc(Br)c1OCc1ccc(C)cc1	1.2%	1.8%	16.7%
Clc1c(CSc2nc3ccccc3o2)nc2sccn12	-8.5%	-25.1%	?
CN(C)c1ccc(/C=C(/NC(=O)c2ccccc2)C(=O)NCCN2CCOCC2)cc1	-4.9%	5.2%	35.1%[activator]
COc1ccc(CNC(=O)CCCn2nc(C)n3c(cc4sccc43)c2=O)cc1	-6.1%&-5.0%	-0.6%&-2.5%	-24.7%&-7.7%
CSc1nc(Cc2ccc(Cl)cc2)nc2ccccc12	2.0%	-21.9%	?
CC(=O)Nc1sc2c(c1C#N)CCCCC2	1.0%	-13.6%	-5.0%
COc1ccccc1/C=C/C(=O)OCCCN(C)C	-0.2%	3.0%	7.1%
Cc1nc(NC(=O)COc2ccccc2)sc1C(=O)Nc1cccc(Cl)c1	0.1%	-19.3%	-28.8%
NC(=O)CCC(NC(=S)Nc1ccccc1)C(=O)O (configuration not stated)	44.2%[activator]	5.9%	-7.2%
Cc1cccc(CCNC(=O)CCc2nnc(CCc3ccccc3)o2)n1	-29.0%	5.3%	-5.7%
O=C(Nc1ccc2nc3n(c(=O)c2c1)CCCCC3)C(=O)Nc1ccccc1F	-3.0%	?	?
COc1ccc(/C=C/C(=O)C2CC2)cc1Cn1nc(C)c([N+](=O)[O-])c1C	-3.0%	?	?
O=C(CCN1CCOCC1)N1CCc2c([nH]c3ccccc23)C1c1cccc(Cl)c1 (configuration not stated)	-10.0%	?	?
O=C(CSCc1cccc(Br)c1)N=Nc1c(O)[nH]c2ccccc12	-17.6%	-25.8%	-10.3%
CC(=O)Nc1ccc(C(=O)NNC(=O)c2ccccc2-n2cccc2)cc1	-1.9%	-8.3%	0.7%
Cc1ccc(Cn2ccc(NC(=O)c3nn(C)cc3[N+](=O)[O-])n2)cc1	-5.3%	-23.0%	23.0%

Compounds above that have bromine (3):
molecule	KAT2A inh	DT40 TDP1 no CPT	TDP1 cell CPT
C[C@@]12C(=O)Nc3ccc(Cl)cc3C(=O)N1[C@H]1c3cc(Br)ccc3OC[C@@H]1[C@@H]2c1ccccc1	-8.5%	?	23.1µM*
COc1cc(/C=N/NC(N)=O)cc(Br)c1OCc1ccc(C)cc1	1.2%	1.8%	16.7%
O=C(CSCc1cccc(Br)c1)N=Nc1c(O)[nH]c2ccccc12	-17.6%	-25.8%	-10.3%

Later entries.
molecule	KAT2A inh	DT40 TDP1 no CPT	TDP1 cell CPT
Cc1oc(-c2ccc(Cl)cc2)nc1CN1CCCN(C(=O)c2ccco2)CC1	-14.9%	?	-13.3%
Cn1c(CNC(=O)c2cccs2)nnc1SCC(=O)Nc1ccccc1	-8.5%	-2.4%	4.7%
COc1cc(/C=N/NC(=O)C(N)=O)ccc1OCC(=O)N1C(C)CCCC1C (configuration not stated)	-8.2%	-12.3%	-15.4%
CCc1nn(CC(=O)N2CCN(C)CC2)c(=O)c2cccn12	-7.7%	6.5%	0.1%
O=C(/C=C/c1ccc(Cl)c([N+](=O)[O-])c1)Nc1cccnc1	-5.6%	-24.9%	-25.3%
Cc1ccc(Nc2nc(N)nc(CSc3nccn3C)n2)cc1	-18.7%	4.6%	-2.7%
CC1CN(CCOc2ccccc2[N+](=O)[O-])CC(C)O1 (configuration not stated)	0.0%	-23.7%	-18.8%
CCCc1nnc(NC(=O)C2CCCO2)s1 (configuration not stated)	0.2%	-1.2%	5.5%
Cc1ccc(/C=N/N=C2/NC(=O)C(CC(=O)N3CCOCC3)S2)cc1 (configuration not stated)	-3.9%	2.8%	3.8%
CC(C)(C)n1nnnc1C(c1ccccc1)N1CCN(C(=O)C2CCCO2)CC1 (configuration not stated)	nt	-2.1%	8.6%

(listing goes on)
molecule	KAT2A inh	DT40 TDP1 no CPT	TDP1 cell CPT
COc1ccc(OCc2nnc(SC(C)C(=O)Nc3nccs3)n2-c2ccccc2)cc1 (configuration not stated)	-4.2%	-23.3%	?
Cc1ccc2occ(CC(=O)N(Cc3ccc(C(C)C)cc3)C3CCS(=O)(=O)C3)c2c1 (configuration not stated)	-13.2%	?	?
COc1cc(OC)c(OC)cc1/C=N/Nc1ccc(Cl)nn1	-12.2%	-23.0%	2.3%
O=c1c(N2CCN(c3cccc(C(F)(F)F)c3)CC2)csc2ccccc12	-0.8%	25.9µM*	20.6µM*
COCc1c(C(=O)NC2CCOC(C)(C)C2)cnn1-c1nccc(-c2cccs2)n1 (configuration not stated)	nt	-15.2%	9.8%[9.04 µM]
CS(=O)(=O)Nc1ccccc1Oc1ccccc1	-1.8%	?	-7.4%
CCC1CN(Cc2cn[nH]c2-c2ccc(OC)cc2)Cc2cc(OC)ccc2O1 (configuration not stated)	nt	?	-4.2%[9.04 µM]
Cc1oc2ncnc(N3CCOCC3)c2c1C(=O)NCc1ccccc1	-6.5%	-13.2%	-7.2%
O=C(NCCC1=CCCCC1)C(=O)NCC1OCCCN1S(=O)(=O)c1ccccc1 (configuration not stated)	0.9%	?	-25.3%
Cc1c(C(=O)Nc2ccc(-n3cnnn3)cc2)oc2ccccc12	-6.4%	?	-23.6%
COc1ccc(CN(C(=O)Nc2cc(C)ccc2C)C2CCN(C(C)=O)CC2)cc1	-0.1%	?	-6.7%
COc1ccc(-c2[nH]nc3oc(=O)c(CCO)c(C)c23)cc1	-7.4%	-19.3%	13.4%
S=c1[nH]ncn1/N=C/c1cccc(Oc2ccccc2)c1	-1.8%	-11.4%	-5.9%

A different layout for some results above.
> COc1ccc(CN(C(=O)Nc2cc(C)ccc2C)C2CCN(C(C)=O)CC2)cc1
  KAT2A inh: -0.1%
  DT40 TDP1 no CPT: ?
  TDP1 cell CPT: -6.7%
> S=c1[nH]ncn1/N=C/c1cccc(Oc2ccccc2)c1
  KAT2A inh: -1.8%
  DT40 TDP1 no CPT: -11.4%
  TDP1 cell CPT: -5.9%
